Source: PubChem BioAssay (National Center for Advancing Translational Sciences (NCATS))
CBFb-RUNX1 inh – CBF-beta/RUNX1 interaction disruption. AlphaScreen CBFb-His/RUNX1-biotin binding, biochemical. Potency, µM (titrated, usually from 59.8 µM), inactives show at the top dose activity, negative = inhibition, most hits filed as inhibitors. 230,000 tested, under 10 active. AID 1477; note: % of control where 0% means no effect
Target sequence (Q01196 whole entry, looked up): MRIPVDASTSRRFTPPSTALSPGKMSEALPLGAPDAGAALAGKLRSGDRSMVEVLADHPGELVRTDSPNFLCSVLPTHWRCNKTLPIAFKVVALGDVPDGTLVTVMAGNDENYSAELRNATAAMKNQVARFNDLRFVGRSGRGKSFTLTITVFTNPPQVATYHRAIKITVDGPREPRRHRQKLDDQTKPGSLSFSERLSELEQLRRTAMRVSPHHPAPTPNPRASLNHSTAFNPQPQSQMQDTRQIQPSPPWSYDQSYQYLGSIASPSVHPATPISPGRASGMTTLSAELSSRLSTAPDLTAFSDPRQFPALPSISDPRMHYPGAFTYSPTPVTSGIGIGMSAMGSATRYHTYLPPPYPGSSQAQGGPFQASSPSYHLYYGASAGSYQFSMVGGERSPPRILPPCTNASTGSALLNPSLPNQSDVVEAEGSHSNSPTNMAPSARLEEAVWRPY
Target sequence (Q13951 whole entry, looked up): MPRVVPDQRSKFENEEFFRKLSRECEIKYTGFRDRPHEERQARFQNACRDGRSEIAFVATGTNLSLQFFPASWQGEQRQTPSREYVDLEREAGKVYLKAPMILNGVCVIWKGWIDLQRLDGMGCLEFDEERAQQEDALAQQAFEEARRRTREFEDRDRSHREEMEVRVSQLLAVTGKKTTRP
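His-tagged CBF-beta and biotinylated RUNX1 (30 nM each) were premixed 20 min at room temperature, exposed to compound for 15 min, then given nickel-chelate and streptavidin AlphaScreen beads (50 ng each). After 90 min, AlphaScreen signal was read.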
GAA inhib – blocks human lysosomal alpha-glucosidase | P10253 | purified human GAA, 4-MU-alpha-glucoside fluorescence | Potency, µM (top dose mostly 76.9 µM), inactives show at the highest dose activity change, negative = inhibition, usual class: inhibitors | 0.005% of 200,000 active | AID 1466;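 note: potency is the fitted concentration of half-maximal effect; plate controls were uninhibited enzyme wells for no effect and no-enzyme background for full effect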
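Endpoint fluorogenic read: 20 min room-temperature reaction of 4 nM human alpha-glucosidase with 400 uM 4-methylumbelliferyl-alpha-D-pyranoside, pH 5.0, quenched with 1M NaOH/1M glycine pH 10. AC50 from Hill modeling.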
HTT ATP protect – cytoprotection in Huntington HTT-Q103 PC12 cell model; 0.14% of 230,000 active; PC12 HTT-Q103 induced, cytoprotection, ATP luminescence, 40 h; AID 1471; Potency, µM (series often up to 56.4 µM), inactives show cytoprotection (ATP increase), hits mostly activators;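 note: potency is the fitted concentration of half-maximal effect; % of control where 0% means no effect; nearly all actives have a fitted effect of over 45% in size; toxic huntingtin expression switched on by the ecdysone agonist tebufenozide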
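PC12 cells with ecdysone-inducible HTT exon 1 Q103-GFP, induced with 100 nM tebufenozide and co-treated with library compounds in a dose series (1536-well, 1500 cells/well). Cytoprotection read as ATP content by ATPlite luminescence.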
LMNA splice mod – modulators of lamin A splicing. HeLa LMNA splicing GFP/RFP minigene ratio, 48 h. Potency, µM (titrated, usually from 46.1 µM), without a hit: top-dose ratio change, negative = inhibition, usual class: inhibitors. 0.01% of 200,000 active; active = well fitted inhibition curve with a large enough effect in the signal ratio, with a control signal flat, not every such curve was filed as active; inconclusive = small, poorly fitted or top-dose-only effect, or effect the other way, or a change in a side signal; the % refers to the signal ratio; note: potency is the fitted concentration of half-maximal effect; % is set by controls: 0 for no effect and ±100 for the full control effect
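Read-out is the ratio of GFP to DsRed2 object intensity, acquired by 488 nm laser-scanning cytometry on HeLa lamin A-EGFP minigene reporter cells. Compound incubation 48 hrs at 37 °C in Opti-MEM with 2% FBS; DMSO 0.5% final.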
aGlu spleen mod – inhibitors or activators of human alpha-glucosidase in spleen homogenate; P10253; human spleen homogenate, 4-MU-alpha-glucoside fluorescence; Potency, µM (doses to about 79.9 µM), for the others: at the top dose activity change, negative = inhibition, usual class: inhibitors; 0.006% of 240,000 active; AID 2112;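 note: potency is the fitted concentration of half-maximal effect; 0% = enzyme with vehicle and -100% = no enzyme basal signal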
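Compounds were titrated against alpha-glucosidase in spleen homogenate at pH 5.0, with 1 mM 4-methylumbelliferyl substrate for 40 min at 37 C. Reactions were quenched with pH 10 NaOH/glycine and fluorescence measured.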
GAA glycogen mod – inhibitors or activators of human alpha-glucosidase glycogen cleavage; P10253; recombinant GAA, glycogen substrate, Amplex Red glucose oxidase fluorescence; Potency, µM (top dose mostly 76.4 µM), without a hit: top-dose activity change, negative = inhibition, usual class: inhibitors; 0.38% of 300,000 active;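 note: potency is the fitted concentration of half-maximal effect; 0% = full enzyme reaction and -100% = no-enzyme basal signal; the screen sought inhibitors and activators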
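Recombinant enzyme (4 nM final) with compounds titrated up to 77 uM and bovine liver glycogen (30 ug) in citrate pH 5.0, 0.01% Tween-20, 37 C 40 min. Released glucose detected by Amplex Red/glucose oxidase (Ex 573/Em 610); AC50 from Hill fits.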
HTT aggregate – reduces HttQ103-GFP aggregates in PC12 cells; AID 1688; PC12 HttQ103-GFP aggregates, Acumen cytometry, 40 h; Potency, µM (highest dose often 46.1 µM), for inactives: top-dose activity change, negative = inhibition, most hits filed as inhibitors; 1.1% of 220,000 active; note: potency is the fitted concentration of half-maximal effect; % is set by controls: 0 for no effect and ±100 for the full control effect; nearly all actives have a fitted effect of over 60% in size
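Aggregate formation scored by laser-scanning cytometer (488 excitation, 500–530 emission) in lysed PC12 cells expressing Q103-GFP after 100 nM tebufenozide induction; library tested in dose series, with ATPLite reagent added in the multiplex.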
Starred values were filed as active, the others as inactive; ? = inconclusive; . = not tested or not shown; [ ] = another dose, or the depositor's remark. Unless noted, calls come from the whole dose curve; as a rule, active = well fitted curve in the direction sought with a large enough effect; inconclusive = small, poorly fitted or top-dose-only effect, or another doubt; inactive = no such curve, though single readings can be large; an effect the other way counts as inactive or inconclusive.

no. | molecule | CBFb-RUNX1 inh | GAA inhib | HTT ATP protect | LMNA splice mod | aGlu spleen mod | GAA glycogen mod | HTT aggregate
1 | CCS(=O)(=O)N1Cc2ccccc2CC1C(=O)Nc1ccc(OC)cc1 (stereo not drawn) | ? | 1% | 11%[10 µM] | -13%[46 µM] | 1% | ? | -3%
2 | Cc1ccc(N/C=C(/C#N)c2ccsc2)cc1 | 0% | 1% | -5% | ? | -5% | ? | 2%
3 | CC1(C)CC(=O)C=C(NCC(=O)O)C1 | 6% | -11% | 15%[10 µM] | -2% | -2% | 2% | -2%
4 | COc1ccccc1CNC(=O)COC(=O)C1=COCCO1 | 3% | -8% | 7% | -7% | 4% | 2% | -10%
5 | Cn1c(CCN2CCCCC2)nc2cc(NC(=O)C3CCCCC3)ccc21 | 4% | -15% | -20% | -15% | 3% | -2% | 19%
6 | COc1ccc(S(=O)(=O)N(C)CC(=O)NCCC2=CCCCC2)cc1OC | 0% | -2% | -6% | -5% | 0% | 2% | -1%
7 | COc1ccc2c(c1)nc(N)n2Cc1ccccc1 | 7% | -5% | -13% | -6% | -13% | 3% | ?
8 | CSCc1ccc(C(=O)NCc2ccc(F)cc2)cc1 | 3% | 3% | . | ? | 5% | 3% | 3%
9 | Cc1c(C)c(C)c(/C=[N+](/C)[O-])c(C)c1C | 7% | -1% | . | -12% | -1% | -11% | 7%
10 | N#C/C(=C/c1ccc(Cl)cc1)NC(=O)c1ccccc1 | -2% | -6% | 5% | -4% | -4% | -19% | -23%
11 | CC(=O)Nc1ccc(S(=O)(=O)N2CCN=C2C)cc1 | -1% | -7% | -12%[0.074 µM] | -3% | 1% | -3% | -17%
12 | CC(=O)Nc1ccc(N2CCc3c(C)c(C#N)c4nc5ccccc5n4c32)cc1 | 2% | -3% | 9%[10 µM] | -1% | -1% | 5% | -17%
13 | c1ccc(C2=NC(c3ccccc3)N=C(c3ccccc3)N2)cc1 | 16% | -2% | 19%[10 µM] | -13% | -5% | 3% | 14%
14 | Oc1c(Br)cc(Br)cc1CNc1ccc(F)cc1 | -14% | -3% | 17% | . | -3% | -9% | -20%
15 | O=S(=O)(c1ccc(Br)cc1)c1nc(-c2ccco2)oc1NCC1CCCO1 (stereo not drawn) | 11% | -8% | -1% | 24%[1.84 µM] | . | -1% | -2%
16 | Cc1oc(-c2cccc(Cl)c2)nc1CN1CCC(C(=O)NCCCN2CCCC2=O)CC1 | -1% | -3% | 4% | -2% | -9% | -8% | 21%
17 | CSc1ccc(S(=O)(=O)NC(C)c2ccccc2)cc1 (stereo not drawn) | -2% | -8% | -5% | 3%[46 µM] | 12% | -11% | -4%
18 | CC(NC(=O)CCC1COc2ccccc2O1)c1ccccc1 (stereo not drawn) | 3% | 0% | -1% | 16% | -19% | 2% | 4%
19 | C[C@H](CCC(=O)NCC(=O)O)[C@H]1CC[C@H]2[C@H]3[C@@H](C[C@@H](O)[C@]12C)[C@]1(C)CC[C@H](O)C[C@@H]1C[C@@H]3O | 0%[21.7 µM] | . | -47%[inhibitor][17.1 µM] | 7% | -1%[29.1 µM] | . | .
20 | Cc1nc(SCC(=O)NCc2ccco2)c2c3c(sc2n1)CCCC3 | 16% | 3% | -30% | 6% | -2% | -16% | 15%
21 | COC(=O)[C@H]1[C@H](CCc2ccccc2)NC(=O)N(Cc2ccccc2)[C@@H]1C | 4%[13.1 µM] | . | -10%[10 µM] | 12%[9.22 µM] | 3%[17.4 µM] | . | .
22 | C=C(C)c1cccc(C(C)(C)NC(=O)N2CCN(c3ccc(OC)cc3)CC2)c1 | 3% | -10% | -15%[10 µM] | ? | 5% | 2% | 6%
23 | CCSc1cc(C2C(C#N)=C(N)OC(C)=C2C(=O)OC)c(C)o1 (stereo not drawn) | 10% | -10% | -10% | -3% | 1% | 16% | 12%
24 | N#CCCN(CCC#N)C(=S)NC1CC2C=CC1C2 (stereo not drawn) | -3% | 5% | 20%[10 µM] | . | 4% | -2% | 5%[9.22 µM]
25 | CC(C)C(NC(=O)c1ccccc1F)C(=O)Nc1nccs1 (stereo not drawn) | 4% | 2% | 3% | . | -6% | -7% | ?
26 | O=C(NCc1ccccn1)C(F)(F)C(F)(F)C(=O)NCc1ccccn1 | 2% | 0% | -13% | 1% | -5% | -6% | -14%
27 | O=C(CCCOc1ccccc1)N1CCCCC1 | -8% | -10% | -39%[inhibitor] | 7% | 1% | 9% | -1%
28 | N#Cc1ccc(C(=O)OCC(=O)Nc2ccc(S(N)(=O)=O)cc2)cc1 | 9% | . | 14%[10 µM] | . | 1% | -3% | 4%[9.22 µM]
29 | O=C(N/N=C/c1ccc(OCc2ccccc2)cc1)c1cccs1 | 2% | ? | -87%[inhibitor][10 µM] | 4% | -13% | 12% | ?
30 | CCN(CC)S(=O)(=O)c1ccc(N2C(=O)CC2(/C=C/c2ccccc2)C(=O)NC2CCCC2)cc1 (stereo not drawn) | 16% | -1% | -7%[10 µM] | -4% | 1% | -3% | -15%

Looked up by structure from above:
no. | molecule | CBFb-RUNX1 inh | GAA inhib | HTT ATP protect | LMNA splice mod | aGlu spleen mod | GAA glycogen mod | HTT aggregate
15 | O=S(=O)(c1ccc(Br)cc1)c1nc(-c2ccco2)oc1NCC1CCCO1 (stereo not drawn) | 11% | -8% | -1% | 24%[1.84 µM] | . | -1% | -2%
7 | COc1ccc2c(c1)nc(N)n2Cc1ccccc1 | 7% | -5% | -13% | -6% | -13% | 3% | ?

More entries follow:
no. | molecule | CBFb-RUNX1 inh | GAA inhib | HTT ATP protect | LMNA splice mod | aGlu spleen mod | GAA glycogen mod | HTT aggregate
31 | CCOc1ccc(C(C)(N)C(=O)O)cc1 (stereo not drawn) | 5% | -4% | -8%[0.074 µM] | 4% | -2% | -10% | 8%
32 | O=[N+]([O-])c1cccc2c3c([nH]c12)CCCC3 | -27% | . | 7%[10 µM] | . | 3% | -3% | -9%[9.22 µM]
33 | CCN(CC)S(=O)(=O)c1ccc(Oc2ccccc2)cc1 | 27% | -7% | -9% | ? | 1% | 0% | 16µM*
34 | Cc1c(C(=O)NC(=S)Nc2ccccc2N2CCCC2)cccc1[N+](=O)[O-] | ? | 3% | 29%[10 µM] | -4% | -2% | ? | 9%
35 | O=C(Cc1ccccc1)NNC(=S)NC(=O)c1cccs1 | -1% | . | -4%[10 µM] | . | 5% | -4% | -16%[9.22 µM]
36 | COc1ccccc1CNC(=O)C1CCCN(S(=O)(=O)c2cnc[nH]2)C1 (stereo not drawn) | 9% | 1% | 0%[10 µM] | -8% | -6% | 4% | 0%
37 | O=C(N/N=C/c1ccccc1[N+](=O)[O-])C(=O)N1CCCC1 | -3% | -6% | -7%[10 µM] | . | -14% | -4% | -12%[9.22 µM]
38 | Cc1ccc(N2C(=O)NC3(CCCCC3)C2=O)cc1 | 5% | -9% | -25% | -10% | 2% | -7% | -2%[9.22 µM]
39 | CCOc1ccc(S(=O)(=O)NCc2ccccn2)cc1 | 9% | -9% | 10% | -6% | -7% | 0% | 1%
40 | O=c1c(-c2cc(F)cc(F)c2)nc2cnc(N3CCOCC3)nc2n1Cc1ccc(F)cc1 | . | . | -8% | 6% | -10% | . | .
41 | CC(C)CNc1nc(NC(C)(C)C)nc(Oc2ccc(=O)[nH]n2)n1 | 9% | -5% | . | 7%[46 µM] | 7% | -13% | -5%
42 | Cn1nc(-c2ccc(Cl)cc2)cc1NC(=O)CCCC(=O)O | 5% | -5% | 2%[10 µM] | . | -22% | 1% | 4%[9.22 µM]
43 | CCOCCCNC(=O)C(Cc1ccccc1)NS(=O)(=O)c1cccc2nsnc12 (stereo not drawn) | 0% | -4% | -7% | ? | 4% | 4% | -11%
44 | Cc1ccc(C(=O)N2C3C=CC(C3)C2(C(F)(F)F)C(F)(F)F)cc1 (stereo not drawn) | 3% | -1% | 2% | ? | -4% | -2% | ?
45 | COc1ccc(C)cc1S(=O)(=O)NCCC1=CCCCC1 | 1% | -11% | 15% | -5% | 2% | 5% | -24%
46 | O=C(CSc1ccc(Cl)cc1)Nc1ccccc1Oc1ccccc1 | 22% | 6% | 5%[10 µM] | 3% | 1% | -4% | -2%
47 | Cc1cccc(C)c1NC(=O)NCCSc1snnc1C | 0% | 1% | 3%[10 µM] | . | 5% | -25% | 17%
48 | Cc1ccc(C2Nc3ccc4ccccc4c3C3=C2C(=O)CC(C)(C)C3)o1 (stereo not drawn) | 17% | ? | -10%[10 µM] | ? | 0% | 4% | -12%
49 | Cc1cc(C)c2c(c1)/C(=N/NC(=O)c1ccc(O)cc1)CCC2 | 1% | . | -40%[10 µM] | ? | -12% | -5% | 3%

Entries listed so far that contain two or more sulfur atoms, in the order listed:
no. | molecule | CBFb-RUNX1 inh | GAA inhib | HTT ATP protect | LMNA splice mod | aGlu spleen mod | GAA glycogen mod | HTT aggregate
17 | CSc1ccc(S(=O)(=O)NC(C)c2ccccc2)cc1 (stereo not drawn) | -2% | -8% | -5% | 3%[46 µM] | 12% | -11% | -4%
20 | Cc1nc(SCC(=O)NCc2ccco2)c2c3c(sc2n1)CCCC3 | 16% | 3% | -30% | 6% | -2% | -16% | 15%
35 | O=C(Cc1ccccc1)NNC(=S)NC(=O)c1cccs1 | -1% | . | -4%[10 µM] | . | 5% | -4% | -16%[9.22 µM]
43 | CCOCCCNC(=O)C(Cc1ccccc1)NS(=O)(=O)c1cccc2nsnc12 (stereo not drawn) | 0% | -4% | -7% | ? | 4% | 4% | -11%
47 | Cc1cccc(C)c1NC(=O)NCCSc1snnc1C | 0% | 1% | 3%[10 µM] | . | 5% | -25% | 17%

Among those listed so far, 5 have an aryl thioether with sulfur outside any ring:
no. | molecule | CBFb-RUNX1 inh | GAA inhib | HTT ATP protect | LMNA splice mod | aGlu spleen mod | GAA glycogen mod | HTT aggregate
17 | CSc1ccc(S(=O)(=O)NC(C)c2ccccc2)cc1 (stereo not drawn) | -2% | -8% | -5% | 3%[46 µM] | 12% | -11% | -4%
20 | Cc1nc(SCC(=O)NCc2ccco2)c2c3c(sc2n1)CCCC3 | 16% | 3% | -30% | 6% | -2% | -16% | 15%
23 | CCSc1cc(C2C(C#N)=C(N)OC(C)=C2C(=O)OC)c(C)o1 (stereo not drawn) | 10% | -10% | -10% | -3% | 1% | 16% | 12%
46 | O=C(CSc1ccc(Cl)cc1)Nc1ccccc1Oc1ccccc1 | 22% | 6% | 5%[10 µM] | 3% | 1% | -4% | -2%
47 | Cc1cccc(C)c1NC(=O)NCCSc1snnc1C | 0% | 1% | 3%[10 µM] | . | 5% | -25% | 17%
